High-throughput results: PubChem, National Center for Advancing Translational Sciences (NCATS)
Nrf2 ARE act – Nrf2 pathway activation; AREc32 ARE-luciferase reporter (MCF7-derived line), luminescence, 24 h; 410,000 compounds, 0.31% hits; AID 624171; Potency, µM (top dose mostly 46.1 µM), for inactives: top-dose activation, actives largely listed as activators; also: potency is read from the fitted curve at half-maximal effect; % of control where 0% means no effect; nearly all actives have a fitted effect of over 65% in size
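AREc32 cells carrying an ARE-driven firefly luciferase reporter were seeded at 1000 cells/well in OPTI-MEM with 5% FBS, then exposed to compound for 24 hr at 37 deg C. Luminescence was read with Steady-Glo after 30 min at RT.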
A549 viability – counter-screen for Nrf2 inhibitors: cytotoxicity in A549 cells. A549 ARE-Fluc cells, CellTiter-Fluor viability, 18-24 h. Potency, µM (highest dose often 46 µM), for inactives: at the highest dose activity change, negative = cytotoxicity, hits mostly inhibitors. 390,000 compounds, 0.16% hits. AID 504648; also: potency is read from the fitted curve at half-maximal effect; % is scaled to controls: 0 for no effect and ±100 for the full control effect
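Cytotoxicity counterscreen: CellTiter-Fluor fluorescence was measured in A549 ARE_Fluc cells after 18-24 h of compound exposure in a concentration series. The subsequent BugLite luminescent read reports ARE-luciferase activity.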
Abeta rescue – compounds reversing amyloid beta toxicity in yeast; yeast expressing A-beta42, growth rescue, OD600, 48 h; response scale: 0% DMSO, 100% iron-clioquinol control; 410,000 compounds, 0.063% hits; AID 1347071; Potency, µM (highest dose often 46.1 µM), for inactives: at the top dose growth rescue, actives largely listed as activators; also: potency is read from the fitted curve at half-maximal effect; nearly all actives have a fitted effect of over 55% in size
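Yeast A-beta toxicity model in growth medium with pinned compounds, 48 h at 30 C; growth read as absorbance at 600 nm. Normalized to FeCl3/clioquinol equimolar mix (positive) and DMSO (negative).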
MmCpn inh – M. maripaludis TRiC chaperonin inhibition. purified Mm-Cpn ATPase, ADP Transcreener TR-FRET. Potency, µM (titrated, usually from 76.9 µM), for the others: at the top dose activity, negative = inhibition, most hits filed as inhibitors. 330,000 compounds, 0.031% hits. AID 504842; also: potency is read from the fitted curve at half-maximal effect; % is scaled to controls: 0 for no effect and ±100 for the full control effect; nearly all actives have a fitted effect of over 80% in size
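ATP (10 uM final) was added to archaeal chaperonin (25 nM final) after 10 min exposure to test compound at 37°C; after 30 min further incubation, ADP was detected by competitive TR-FRET.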
HepG2 viability – HepG2 cytotoxicity, counter-screen for TGF-b inhibitors | HepG2 CAGA-GFP viability, ATP luminescence, 18 h | Potency, µM (titrated, usually from 46.1 µM), without a hit: top-dose activity change, negative = cytotoxicity, actives largely listed as cytotoxic | 410,000 compounds, 0.76% hits | AID 588856; also: potency is read from the fitted curve at half-maximal effect; some results filed as inactive show a strong effect at the top dose
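CellTiter-Glo luminescence gave cytotoxicity after 18 hours at 37 degrees C. The cells were HepG2 CAGA-GFP in 1% FBS DMEM, stimulated with 500 pg/mL TGF-beta after compound addition. %Activity was normalised to no-cell wells (complete cell-killing) and DMSO (no toxicity), and curves were fitted and classified.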
CCT modulator – changes cytosolic chaperonin activity; AID 651819; activity change, % (test concentration not listed), hits read low; purified chaperonin ATPase assay, HTRF ADP detection, 30 min; 360,000 compounds, 0.3% hits; in the data active = activity change below about -30%; also: % is scaled to controls: 0 for no effect and ±100 for the full control effect
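ATPase activity: ADP formed was measured by HTRF Transcreener (665/615 nm ratio) after 30 min at 37 deg C with 10 uM ATP. Compounds screened at one 76 uM concentration against 40 or 20 nM TRiC in Tris pH 7.4/KCl/MgCl2/DTT buffer.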
pAkt inh – inhibitors of Akt phosphorylation. Neuro2A IGF-stimulated pAkt S473 HTRF, 20 min; hits give low values. activity change, % for hits at 50 µM. 360,000 compounds, 0.32% hits; in the data active = activity change below about -80%; inconclusive = mostly about -51% to -80%; also: % is scaled to controls: 0 for no effect and ±100 for the full control effect
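Neuro2A cells (4,500/well, DMEM with 0.5% FBS) were treated with compound at a single 50 µM final concentration, stimulated with 6 nM IGF for 20 min at 37 °C, and lysed. Phospho-Akt Ser473 was read by HTRF as 665/615 ratio ×10^4.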
Nrf2 block – blocks Nrf2 signaling | A549 ARE-Fluc reporter, luciferase luminescence, 18-24 h | Potency, µM (top dose mostly 46 µM), for inactives: at the top dose activity change, negative = inhibition, hits mostly inhibitors | 360,000 compounds, 2.1% hits; also: potency is read from the fitted curve at half-maximal effect; % is scaled to controls: 0 for no effect and ±100 for the full control effect; nearly all actives have a fitted effect of over 60% in size
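Two sequential reads on A549 ARE_Fluc cells exposed to compound for 18-24 h: a CellTiter-Fluor fluorescence read for viability, then a luciferase luminescence read for Nrf2/ARE activity.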
TGFb SMAD3 inh – inhibitors of TGF-b signaling; HepG2 CAGA-GFP TGF-b/SMAD3 reporter, GFP fluorescence, 18 h; TGF-beta stimulated, 500 pg/mL final; Potency, µM (highest dose often 46.1 µM), inactives show at the highest dose activity, negative = inhibition, hits mostly inhibitors; 410,000 compounds, 1.2% hits; AID 588855; also: potency is read from the fitted curve at half-maximal effect; % is scaled to controls: 0 for no effect and ±100 for the full control effect; nearly all actives have a fitted effect of over 65% in size
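Smad-responsive CAGA-GFP expression was quantified in HEPG2 cells exposed to compounds and 500 pg/mL final TGF-beta for 18 h at 37 degrees C; unstimulated wells defined full inhibition.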
Starred values were filed as active, the others as inactive; [ ] = dose if it differs, or a comment. Unless noted, calls follow the shape of the dose curve; as a rule, active = well fitted curve in the direction sought with a large enough effect; inconclusive = small, poorly fitted or top-dose-only effect, or another doubt; inactive = no such curve, though single readings can be large; an effect the other way counts as inactive or inconclusive. Not a hit list. About 4.3% of those tested had a hit in this group.

COc1cc(-c2cnc3c(NC=O)cc(-c4ccccc4Cl)cn23)cc(OC)c1OC was read as Nrf2 ARE act 9.2%, Abeta rescue 0.9%, HepG2 viability -25.5%, CCT modulator -2.8, pAkt inh inactive and TGFb SMAD3 inh inconclusive.
Screening CCc1ccc(NC(=O)c2ccnc(C(C)(C)C)c2)cc1 returned Nrf2 ARE act -0.4%, A549 viability -1.9%, Abeta rescue inconclusive, MmCpn inh -1.2%, HepG2 viability -4.4%, CCT modulator -4.4 and TGFb SMAD3 inh 3.3%.
`CCOC(=O)C1=C(C)OC(N)=C(C#N)C1c1cc(OC)c2c(c1)OCO2` (stereo not drawn) gave Nrf2 ARE act 14.5%, A549 viability -4.0%, Abeta rescue -5.9%, MmCpn inh -4.0%, HepG2 viability -19.6%, CCT modulator -0.5, pAkt inh inactive and TGFb SMAD3 inh 0.0%.
Screening CN(CC(=O)Nc1ccccc1Br)C(=O)CNC(=O)Cc1cccc2ccccc12 returned Nrf2 ARE act -0.4%, A549 viability 2.9%, Abeta rescue -5.6%, MmCpn inh -1.1%, HepG2 viability -31.7%, CCT modulator -2.0, pAkt inh inactive, Nrf2 block -9.3% and TGFb SMAD3 inh -2.2%.
`Cc1ccc(Cl)cc1NC(=O)Nc1cccs1` gave Nrf2 ARE act 8.6%, A549 viability 7.4%, Abeta rescue -3.9%, MmCpn inh 1.2%, HepG2 viability -46.4%, CCT modulator 0.5, pAkt inh inactive, Nrf2 block -10.4% and TGFb SMAD3 inh inconclusive.
`COC(=O)Nc1ccc(S(=O)(=O)N2CCN(CCN3C(=O)C4C5C=CC(C5)C4C3=O)CC2)cc1` (stereo not drawn) gave Nrf2 ARE act 0.4%, A549 viability 4.1%, Abeta rescue 3.0%, MmCpn inh -1.4%, HepG2 viability -3.3%, CCT modulator -0.6, pAkt inh inactive, Nrf2 block 0.7% and TGFb SMAD3 inh inconclusive.
Screening COc1ccc(C2=NOC(C)(c3nnc(-c4ccc(F)cc4)o3)C2)cc1 (stereo not drawn) returned Nrf2 ARE act 0.3%, A549 viability -4.6%, Abeta rescue 7.8%, MmCpn inh 2.1%, HepG2 viability -4.2%, CCT modulator 0.8, pAkt inh inactive, Nrf2 block 13.4% and TGFb SMAD3 inh 8.4%.
`NC(=O)C1(N2CCCCC2)CCN(C2CC(=O)NC2=O)CC1` (stereo not drawn) gave Nrf2 ARE act 0.0%, A549 viability -2.8%, Abeta rescue 3.0%, MmCpn inh 0.5%, HepG2 viability 2.6%, CCT modulator -3.2, pAkt inh inactive, Nrf2 block 2.7% and TGFb SMAD3 inh inconclusive.
Cc1ccc(NC(=S)Nc2nc(CC(=O)Nc3ccccc3)cs2)cc1 was read as Nrf2 ARE act 1.1%, A549 viability -10.0%, Abeta rescue 16.6%, MmCpn inh -9.7%, HepG2 viability -4.0%, CCT modulator -2.2, pAkt inh inactive, Nrf2 block 13.2% and TGFb SMAD3 inh -5.3%.
For N#Cc1nc(-c2ccccc2Cl)oc1N1CCOCC1 the results were Nrf2 ARE act 6.4%, A549 viability 4.9%, Abeta rescue -6.4%, MmCpn inh -1.3%, HepG2 viability -29.0%, CCT modulator -6.8, pAkt inh inactive, Nrf2 block 18.1% and TGFb SMAD3 inh -3.8%.
Screening Cc1ccccc1CNCCSc1nnnn1-c1ccccc1 returned Nrf2 ARE act -0.2%, A549 viability 5.7%, Abeta rescue -0.1%, HepG2 viability -2.9%, Nrf2 block 10.6% and TGFb SMAD3 inh inconclusive.
COc1ccc(/C=C(\NC(=O)c2cccs2)C(=O)Nc2ccccc2C)cc1OC was read as Nrf2 ARE act 0.3%, A549 viability 1.6%, Abeta rescue 7.6%, MmCpn inh -0.6%, HepG2 viability -1.8%, CCT modulator -1.7, pAkt inh inactive, Nrf2 block 7.7% and TGFb SMAD3 inh -0.7%.
Screening CC1CC2=C(NC(=S)NC2c2ccccc2F)/C(=C/c2ccccc2F)C1 (stereo not drawn) returned Nrf2 ARE act 0.0%, A549 viability 1.3%, Abeta rescue 10.6%, MmCpn inh 1.0%, HepG2 viability -0.1%, CCT modulator -6.9, pAkt inh inactive, Nrf2 block -24.7% and TGFb SMAD3 inh inconclusive.
Screening COc1ccc(/C=N/c2nc3ccccc3n2C)cc1OC returned Nrf2 ARE act -0.8%, A549 viability -1.9%, Abeta rescue 5.3%, MmCpn inh 1.6%, HepG2 viability -0.5%, CCT modulator 0.2, pAkt inh inactive, Nrf2 block 11.0% and TGFb SMAD3 inh -7.6%.
N/C(=N\c1nc2c(c(=O)[nH]1)CCCC2)Nc1ccccc1Sc1ccccc1 was read as Nrf2 ARE act 0.4%, A549 viability -2.8%, Abeta rescue 20.5%, MmCpn inh -1.3%, HepG2 viability 5.7%, CCT modulator -3.5, pAkt inh inactive and TGFb SMAD3 inh -0.1%.
For O=C1CCC(C(=O)Nc2cccc(S(=O)(=O)Nc3ccccc3F)c2)=NN1 the results were Nrf2 ARE act 1.9%, A549 viability 2.1%, Abeta rescue -60.1%[inhibitor], MmCpn inh -1.1%, HepG2 viability 0.0%, CCT modulator -1.1, pAkt inh inactive, Nrf2 block 25.9µM* and TGFb SMAD3 inh 11.9%.
Screening CCOc1ccc(OCC(=O)Nc2c3c(nn2C(C)(C)C)CS(=O)(=O)C3)cc1 returned Nrf2 ARE act -0.5%, A549 viability 0.6%, Abeta rescue 6.4%, MmCpn inh -4.2%, HepG2 viability 5.0%, CCT modulator -1.3, pAkt inh inactive, Nrf2 block -14.4% and TGFb SMAD3 inh inconclusive.
For Cc1cc(S(=O)(=O)C(CNC(=O)c2ccc(F)c(F)c2)c2cccs2)ccc1F (stereo not drawn) the results were Nrf2 ARE act 2.4%, A549 viability 5.3%, Abeta rescue -3.6%, HepG2 viability -1.9% and TGFb SMAD3 inh 7.1%.
Screening O=C(NC1CCCCC1)c1ccc(N2CCOCC2)c([N+](=O)[O-])c1 returned Nrf2 ARE act -0.3%, A549 viability -6.4%, Abeta rescue -13.1%, MmCpn inh -0.9%, HepG2 viability -24.5%, CCT modulator 0.9, pAkt inh inactive, Nrf2 block 0.5% and TGFb SMAD3 inh 2.3%.
Screening CSc1nc(O)c(C(c2ccc(O)cc2)c2c(O)nc(SC)[nH]c2=O)c(=O)[nH]1 returned Nrf2 ARE act 0.4%, A549 viability -3.2%, Abeta rescue -8.2%, MmCpn inh -1.4%, HepG2 viability -15.7%, CCT modulator -4.5, pAkt inh inactive, Nrf2 block 7.5% and TGFb SMAD3 inh -8.3%.
CN(C)CCNC(=O)c1sc2cccc(F)c2c1Cl was read as Nrf2 ARE act 1.7%, A549 viability 8.6%, Abeta rescue -4.4%, MmCpn inh 0.2%, HepG2 viability 1.0%, CCT modulator -3.2, pAkt inh inactive, Nrf2 block -6.7% and TGFb SMAD3 inh 15.4%.
Screening COC(=O)C1CCCN1C(C(=O)NC1CCCCC1)c1ccc(Cl)cc1 (stereo not drawn) returned Nrf2 ARE act -0.2%, A549 viability -4.9%, Abeta rescue -20.2%, MmCpn inh 0.7%, HepG2 viability -18.1%, CCT modulator -1.2, pAkt inh inactive, Nrf2 block -4.3% and TGFb SMAD3 inh -16.9%.
Screening Cc1ccc(C)c2c(SC(C)C(=O)NCc3ccco3)nc(-c3ccccc3)nc12 (stereo not drawn) returned Nrf2 ARE act 5.1%, A549 viability -1.0%, Abeta rescue 2.2%, MmCpn inh -3.7%, HepG2 viability 1.8%, CCT modulator -2.2, Nrf2 block 20.9% and TGFb SMAD3 inh 1.9%.
For O=C(O)c1sccc1Oc1ccc(NS(=O)(=O)c2cccc(F)c2)cc1 the results were Nrf2 ARE act -0.6%, A549 viability 4.0%, Abeta rescue -10.9%, MmCpn inh -1.5%, HepG2 viability -8.1%, CCT modulator -1.0, pAkt inh inactive, Nrf2 block -2.3% and TGFb SMAD3 inh -3.7%.
For O=C(N/N=C/c1ccco1)c1cnccn1 the results were Nrf2 ARE act 3.9%, A549 viability -0.4%, Abeta rescue -14.9%, MmCpn inh 0.3%, HepG2 viability -19.3%, CCT modulator -1.9, pAkt inh inactive, Nrf2 block 7.6% and TGFb SMAD3 inh -0.7%.
CC1CCN(c2ccc3nnc(CCC(=O)NCCCOC(C)C)n3n2)CC1 was read as Nrf2 ARE act 3.3%, A549 viability -1.6%, Abeta rescue 3.2%, MmCpn inh -2.3%, HepG2 viability -9.7%, CCT modulator -0.4, pAkt inh inactive, Nrf2 block -2.2% and TGFb SMAD3 inh 33.6%[activator].
For Cc1ccc(C)c(NC(=O)CCC(=O)N/N=C2/CC(=O)CC(C)(C)C2)c1 the results were Nrf2 ARE act -0.1%, A549 viability -0.9%, Abeta rescue 17.9%, MmCpn inh -1.4%, HepG2 viability 14.2%, CCT modulator 1.1, pAkt inh inactive, Nrf2 block -4.0% and TGFb SMAD3 inh 3.3%.
`COC(=O)c1cc(S(=O)(=O)NCCc2ccc(SC)cc2)c[nH]1` gave Nrf2 ARE act 0.2%, A549 viability 0.8%, Abeta rescue 13.5%, MmCpn inh 0.2%, HepG2 viability -16.5%, CCT modulator -2.9, pAkt inh inactive, Nrf2 block 8.4% and TGFb SMAD3 inh -9.5%.
